# AmpC inh detg = qHTS Inhibitors of AmpC Beta-Lactamase (assay with detergent); AmpC hydrolysis of nitrocefin, absorbance 480 nm, 0.01% Triton; Potency, µM (series often up to 114 µM), without a hit: at the highest dose activity change, negative = inhibition, actives largely listed as inhibitors; 370,000 compounds, 0.041% hits;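 note: potency is the fitted concentration of half-maximal effect; 0% = no-compound wells and -100% = no-enzyme wells; nearly all actives have a fitted effect of over 25% in size; some results filed as inactive show a strong effect at the top dose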
# Target sequence (P00811 whole entry, looked up): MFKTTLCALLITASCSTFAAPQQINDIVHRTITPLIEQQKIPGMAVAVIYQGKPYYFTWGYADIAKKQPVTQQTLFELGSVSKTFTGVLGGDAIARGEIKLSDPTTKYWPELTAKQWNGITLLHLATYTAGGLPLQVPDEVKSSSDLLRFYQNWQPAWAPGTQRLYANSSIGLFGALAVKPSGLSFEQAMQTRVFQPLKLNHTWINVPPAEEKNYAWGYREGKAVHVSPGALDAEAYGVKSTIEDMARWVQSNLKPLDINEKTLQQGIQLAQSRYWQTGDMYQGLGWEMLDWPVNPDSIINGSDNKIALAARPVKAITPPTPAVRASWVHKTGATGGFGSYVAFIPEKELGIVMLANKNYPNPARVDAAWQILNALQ
#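 20 mM phosphate pH 7.0 + 0.01% (detergent screen) or 0.0001% Triton X-100; 5.3 nM AmpC reagent; cpd preinc 15 min RT; nitrocefin (800 uM stock) to start; A480 q20 s × 4 min; Activity was normalised to no-enzyme and no-compound control wells.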
# HCMV antiviral = qHTS Assay for inhibitors of the human cytomegalovirus (HCMV); HFF cells, HCMV-luciferase reporter, 72 h; stronger effect = lower value; activity change, negative = inhibition, % at 57.5 µM; 410,000 compounds, 4.5% hits; in the data active = activity change below about -60%; inconclusive = no clear call, values can overlap the other calls; inactive = above about -39%
#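 Human foreskin fibroblasts infected with luciferase-reporter HCMV at MOI 1 PFU/cell, compounds at two doses. Luciferase measured 72 h post infection; normalized to buffer-only basal and Salinomycin (10uM) controls.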
# Tb PYK inh = qHTS of Trypanosoma Brucei Inhibitors. 410,000 compounds, 0.12% hits. Potency, µM (titrated, usually from 76.8 µM), for inactives: top-dose activity, negative = inhibition, most hits filed as inhibitors. AID 624173, 2012. TbPYK enzyme, Kinase-Glo Plus ATP luminescence, 45 min; note: potency is the fitted concentration of half-maximal effect; nearly all actives have a fitted effect of over 50% in size
#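 Quantitative HTS: titrated library compounds versus trypanosomal pyruvate kinase in TEA buffer (pH 7.2) containing KCl, MgCl2, BSA and Tween-20. Reactions were initiated with ADP, 130 uM final. Kinase-Glo Plus luminescence was read after 45 min at RT.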
# AMA1-RON2 inh = qHTS for Inhibitors of AMA1-RON; Towards Development of Antimalarial Drug Lead: Primary Screen; 360,000 compounds, 0.2% hits; AID 720542, 2013; AlphaScreen AMA1-biotinylated RON2 peptide binding; Plasmodium falciparum AMA1 (3D7) - RON2 peptide interaction; Potency, µM (series often up to 58.2 µM), without a hit: top-dose activity change, negative = inhibition, most hits filed as inhibitors;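 note: potency is the fitted concentration of half-maximal effect; 0% = vehicle wells and -100% = peptide control; nearly all actives have a fitted effect of over 45% in size; some results filed as inactive show a strong effect at the top dose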
#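 AMA1 (3D7) with his tag at 25 nM final met compounds first, then biotinylated RON2 peptide at 25 nM; detection used donor plus acceptor beads, 10 µg/mL apiece, read by AlphaScreen after 30 min at room temperature.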
# AmpC no deterg = qHTS Inhibitors of AmpC Beta-Lactamase (assay without detergent); P00811; AmpC nitrocefin hydrolysis, absorbance 480 nm, 0.0001% Triton; Potency, µM (top dose mostly 57.1 µM), inactives show at the highest dose activity change, negative = inhibition, usual class: inhibitors; 330,000 compounds, 0.52% hits;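 note: potency is the fitted concentration of half-maximal effect; plate controls were no compound for no effect and no enzyme for full effect; nearly all actives have a fitted effect of over 20% in size; some results filed as inactive show a strong effect at the top dose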
#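 AmpC (5.3 nM in the dispensed reagent) in 20 mM phosphate pH 7.0 with 0.01% (detergent screen) or 0.0001% Triton X-100 was preincubated with compounds for 15 min at room temperature. Nitrocefin was then added from an 800 uM solution, and hydrolysis was followed at 480 nm.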
# Sm TGR block = qHTS Assay for the Inhibitors of Schistosoma Mansoni Peroxiredoxins. Schistosoma mansoni thioredoxin glutathione reductase (TGR), Q962Y6. purified TGR, DTNB reduction, TNB absorbance 405 nm. Potency, µM (highest dose often 114 µM), for the others: at the highest dose activity change, negative = inhibition, most hits filed as inhibitors. 360,000 compounds, 3% hits. AID 485364, 2010; note: potency is the fitted concentration of half-maximal effect; nearly all actives have a fitted effect of over 60% in size
#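 Kinetic colorimetric format: TGR-catalysed, NADPH-driven DTNB reduction monitored via TNB absorbance. Enzyme dispensed at 20 nM; compound exposure 15 min at room temperature before reaction start.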
# LmPK inh = qHTS Assay for Inhibitors of Leishmania Mexicana Pyruvate Kinase (LmPK). Q27686. purified LmPK, Kinase-Glo ATP luminescence, 1 h. Potency, µM (series often up to 57.5 µM), inactives show at the highest dose activity change, negative = inhibition, hits mostly inhibitors. 290,000 compounds, 0.37% hits; note: potency is the fitted concentration of half-maximal effect
# Target sequence (Q27686 whole entry, looked up): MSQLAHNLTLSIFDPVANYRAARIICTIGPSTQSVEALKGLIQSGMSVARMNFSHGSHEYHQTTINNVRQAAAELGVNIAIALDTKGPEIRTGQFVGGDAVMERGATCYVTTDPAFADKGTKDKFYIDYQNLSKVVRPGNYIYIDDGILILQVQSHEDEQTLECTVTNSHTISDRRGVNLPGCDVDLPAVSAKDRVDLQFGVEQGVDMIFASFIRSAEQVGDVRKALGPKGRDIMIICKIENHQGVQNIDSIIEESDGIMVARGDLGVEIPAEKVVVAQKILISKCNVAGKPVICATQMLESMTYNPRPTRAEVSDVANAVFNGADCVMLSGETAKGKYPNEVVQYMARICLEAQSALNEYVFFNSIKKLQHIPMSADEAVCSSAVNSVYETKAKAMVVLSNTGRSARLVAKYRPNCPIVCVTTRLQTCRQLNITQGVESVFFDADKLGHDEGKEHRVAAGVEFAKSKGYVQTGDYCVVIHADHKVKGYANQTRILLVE
#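 In 50 mM imidazole pH 7.2 with 7 mM MgCl2, LmPK (0.1 nM) turned over PEP (0.5 mM) and ADP (0.1 mM) for 1 h at room temperature. Luciferase read-out of ATP.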
# * = called active by the depositor; ? = inconclusive; . = no result given; & = joins results of further samples; [ ] = remark or other dose. Unless noted, calls come from the whole dose curve; as a rule, active = well fitted curve in the direction sought with a large enough effect; inconclusive = small, poorly fitted or top-dose-only effect, or another doubt; inactive = no such curve, though single readings can be large; an effect the other way counts as inactive or inconclusive. Unless noted, % is set by controls: 0 for no effect and ±100 for the full control effect.
Structure | AmpC inh detg | HCMV antiviral | Tb PYK inh | AMA1-RON2 inh | AmpC no deterg | Sm TGR block | LmPK inh
CC1CCN(C(=O)c2[nH]cnc2C(=O)N2CCN(C(=O)OC(C)(C)C)CC2)CC1 | 0% | -6 | 1% | -2% | 1% | -20% | .
O=C(O)c1cc2ccccc2c2c1C(=O)c1ccccc1-2 | . | -8 | -7% | 6% | . | . | .
Cc1sc(N)nc1-c1cccs1 | -1% | 66 | 0% | -5% | -15% | -12% | -4%
CCNC(=O)c1nn(-c2ccccc2C)nc1CO | 17% | 47 | 3% | . | . | 3% | .
CC(C)Cn1c(-c2cccc(Br)c2)nc2ccccc21 | 3% | -11 | -3% | . | . | -2% | .
C[C@H]1CN([C@@H](C)CO)C(=O)CCCn2nncc2CO[C@@H]1CN(C)C(=O)Nc1ccc(N2CCCCC2)cc1 | . | -20 | -2% | -2% | . | . | .
Cc1cc(C)c2nc(N3CCN(C(=O)c4ccco4)CC3)sc2c1 | 2% | 1 | -15% | -6% | 77%[activator] | ? | .
CC(C)OCCCNC(=O)c1cc2c(s1)CS(=O)(=O)C2 | 2% | ? | 3% | 6% | -8% | -3% | 1%
COc1ccc(N=Nc2c(C)[nH]c3ccccc23)cc1 | . | 14 | -7% | -13% | . | . | .
COc1ccc(-n2ncc3c(NCCCN4CCOCC4)ncnc32)cc1 | -12% | -32 | ? | -2% | -8% | 4% | -9%
N#Cc1cc2c(nc1SCC(=O)O)CCCCC2 | 1% | -19 | -13% | -4% | -6% | 3% | -2%
CCc1sc(N2C(=O)C3C4CCC(C4=C(C)C)C3C2=O)nc1-c1ccccc1 (stereo not given) | 1% | 4 | 1% | -22% | 2% | 0% | 4%
Cc1ccc(C)n1N1C(=O)/C(=C\c2ccc(Cl)cc2)SC1=S | -6% | -13 | -5% | ? | ? | 8% | 0%
Cc1cc(Nc2ccc([N+](=O)[O-])cc2)c2ccccc2n1 | -1% | -7 | -1% | -9% | -19% | 0% | -1%
COc1ccc(-c2cccc(NS(=O)(=O)c3cc(C)ccc3OC)c2)nn1 | 0% | -3 | 2% | . | . | -4% | .

# Profiles, looked up by structure.
# Listed for Cc1cc(C)c2nc(N3CCN(C(=O)c4ccco4)CC3)sc2c1 : AmpC inh detg = 2%; HCMV antiviral = 1; Tb PYK inh = -15%; AMA1-RON2 inh = -6%; AmpC no deterg = 77%[activator]; Sm TGR block = ?; LmPK inh = .
# Listed for CC1CCN(C(=O)c2[nH]cnc2C(=O)N2CCN(C(=O)OC(C)(C)C)CC2)CC1 : AmpC inh detg = 0%; HCMV antiviral = -6; Tb PYK inh = 1%; AMA1-RON2 inh = -2%; AmpC no deterg = 1%; Sm TGR block = -20%; LmPK inh = .

# Additional results follow.
Structure | AmpC inh detg | HCMV antiviral | Tb PYK inh | AMA1-RON2 inh | AmpC no deterg | Sm TGR block | LmPK inh
CCC(CC)C(=O)c1c[nH]c(C(=O)N2CCN(c3ccccc3F)CC2)c1 | -12% | 105 | -7% | -4% | -41% | -1% | -7%
CCOc1cccc2sc(=NC(=O)c3ccc(S(=O)(=O)N4CCOCC4)cc3)n(C)c12 | -2%&1% | -10&-30 | 2%&-6% | -2% | -11% | 3%&-12% | -1%
Cc1ccc2nc(C)/c(=N\O)c(C)nc2c1 | ? | -24 | -12% | 13% | -22% | -8% | -3%
CCCn1c(=N)c(C(=O)NCC2CCCO2)cc2c(=O)n3cccc(C)c3nc21 (stereo not given) | ? | -28 | 5% | -10% | -6% | -4% | 8%
COc1ccc(CCNC(=O)c2ccc(Br)o2)cc1Br | . | -24 | 3% | -5% | . | . | .
C/C=C1\C(OC2OC(CO)C(O)C(O)C2O)OC=C(C(=O)OC)C1CC(=O)OCC1C(C)C(OC(=O)CC2C(C(=O)OC)=COC(OC3OC(CO)C(O)C(O)C3O)/C2=C\C)CC1C(CO)CO (stereo not given) | -8% | -22 | -9% | -8% | 132%[activator] | ? | 4%
Cc1cccc(-n2ncc3c(NCc4ccccn4)ncnc32)c1 | 0% | 33 | 0% | 12% | 39% | -5% | 5%
CCOc1ccc(NC(=O)Cn2cc(C(=O)c3ccc(C)c(C)c3)c(=O)c3cc4c(cc32)OCCO4)cc1 | 0% | 4 | 5% | . | . | -8% | .
O=C(c1cccs1)N1CCCC(c2nc3c(nnn3Cc3ccccc3Cl)c(=O)[nH]2)C1 (stereo not given) | -13% | 11 | 0% | 0% | -13% | -6% | 1%
Cc1ccc(C(=O)c2c(NC(=O)c3cccnc3)sc3c2CCCC3)cc1 | 1% | 3 | -14% | ? | 58% | -19% | 5%
Cc1ccccc1C(=O)N1N=C(c2cccc(NS(C)(=O)=O)c2)CC1c1cccs1 (stereo not given) | -13% | 3 | 4% | 0% | -14% | 2% | 8%
CC1CCCN(C(=O)C2CCN(S(=O)(=O)c3ccc4c(c3)CC(C)N4C(=O)C3CC3)CC2)C1 (stereo not given) | 2% | -25 | 1% | 8% | 121%[activator] | 3% | 2%
O=C(OCc1cc([N+](=O)[O-])cc2c1OCOC2)c1ccccn1 | 3% | -11 | -1% | 7% | -11% | 3% | 2%
CCCCCN(C(=O)CCC(=O)OCC(=O)N1CCC(C)CC1)c1c(N)n(CCCC)c(=O)[nH]c1=O | 4% | -34 | 0% | 0% | 198%[activator] | 15% | .
COc1nc(Nc2ccc(C(C)C)cc2)nc(OC)n1 | ? | -16 | -1% | -10% | -1% | -8% | 0%
CCn1c(COc2cccc(OC)c2)nnc1SCC(=O)Nc1ccccc1C(=O)OC | ? | -8 | 6% | -11% | 62%[activator] | -6% | -2%
COc1ccc(CNc2ncc(-c3ccc(F)cc3)n2C)cc1OC | -11% | -28 | -2% | ? | -12% | -10% | 3%
COc1ccc(NC(=S)Nc2ccc(C)c(S(=O)(=O)N3CCCCC3)c2)cc1 | 1% | . | . | . | -27% | 0% | 1%
CCOC(=O)C(=O)NC1CC=CCC1c1ccc2c(c1)OCO2 (stereo not given) | . | -8 | -6% | 22% | . | . | .
COCCCNC(=O)/C(C#N)=C/c1c(N2CCN(c3ccc(OC)cc3)CC2)nc2c(C)cccn2c1=O | 7% | -40 | -5% | ? | 204%[activator] | -6% | 6%
O=C(CN1CCN(c2ccccc2F)CC1)Nc1cccnc1Cl | ? | -36 | 21% | -2% | -1% | 0% | -1%
CCSc1nc2c(c(=O)[nH]1)C(c1cccs1)C(C(=O)OC)=C(C)N2 (stereo not given) | ? | 29 | 1% | 6% | -20% | -11% | -3%
N/C(=N\OC(=O)c1cc(Br)ccc1Cl)c1ccccn1 | -13% | 144 | 1% | 20% | -22% | -2% | -18%
COc1cccc(OC)c1C(=O)Nc1cc2c(cc1N1CCOCC1)n(C)c(=O)n2C | 2% | 13 | -2% | 10% | 56% | -11% | 4%
O=S(=O)(Nc1cccnc1)c1ccc(F)cc1 | 8% | -27 | -4% | -2% | -11% | 18% | 11%
Fc1ccc(CCNCc2ccc(Br)cc2)cc1 | -3% | -17 | -18% | ? | -17% | -1% | 4%
O=C(COc1ccc2c(-c3ccccc3)cc(=O)oc2c1)N[C@H](Cc1c[nH]c2ccccc12)C(=O)O | -8% | 0 | 0% | -10% | -15% | -2% | -5%
COc1ccc(C2C(C(=O)c3ccco3)=C(O)C(=O)N2CC2CCCO2)cc1OC (stereo not given) | 2% | 23 | 0% | 5% | -12% | -19% | -5%
COc1cccc(CNC(=O)c2c(C)nn(-c3ccc(F)cc3)c2-n2cccc2)c1 | -1% | -29 | 3% | . | . | 7% | .
O=C(OCC(=O)N1CCN(c2ccccc2)CC1)c1ccc(Cl)cc1[N+](=O)[O-] | -16% | -15 | -3% | ? | -19% | -4% | .
N#Cc1c(C(F)(F)F)cc(-c2ccc(Cl)cc2)nc1SCC(=O)O | -2% | 51 | -1% | -1% | -23% | 0% | 5%
Cc1cccc(-c2noc(CN(C)S(=O)(=O)c3cc(Cl)ccc3Cl)n2)c1 | -6% | -10 | 1% | 54%[activator] | -38% | 3% | 5%
O=S(=O)(Nc1ccccn1)c1ccc(-n2cccn2)cc1 | -10% | 5 | 4% | 0% | -16% | -19% | -4%
CN(CC(=O)Nc1ccc(Cl)c(C(F)(F)F)c1)C(=O)C1CC(=O)N(CCc2ccccc2)C1 (stereo not given) | 0% | -23 | 0% | 12% | 229%[activator] | -1% | .
O=C(Nc1ccc(N2CCOCC2)cc1)C1CCCN(S(=O)(=O)c2cccc(C(F)(F)F)c2)C1 (stereo not given) | -12% | 43 | 0% | 22% | -1% | -4% | 4%
COc1cccc(/C=N/Nc2ncnc(N)c2[N+](=O)[O-])c1OC | -4% | . | -2% | 3% | -3% | -11% | -23%
CCOc1ccccc1N1CCN(Cc2cnc(-c3ccccc3)[nH]2)CC1 | 2% | -13 | -1% | -13% | -9% | 0% | -1%
O=C(NCC1CCCO1)c1ccc(N2CCCCC2)nc1 (stereo not given) | 0% | 31 | 0% | 2% | ? | -9% | 3%
COc1cccc(-c2oc3c(c2C(=O)OCCN(C)C)C(O)CCC3)c1 (stereo not given) | . | -5 | -3% | 5% | . | . | .
O=C(c1ccccc1)c1nccc2ccccc12 | 0% | ? | -3% | 12%[11.6 µM] | -30% | -4% | -5%
CN(C)CCC(=O)N1C/C(=C/c2ccccc2)C(=O)/C(=C\c2ccccc2)C1 | . | -98* | -14% | -19% | . | . | .
O=C(CC12CC3CC(CC(C3)C1)C2)NC(=S)N1CCCCC1 | -14% | -21 | -14% | 27% | -14% | -2% | 0%
O=C(/C=C/c1ccc([N+](=O)[O-])s1)N1CCN(c2ccccc2)CC1 | -2% | -70* | -5% | 0% | -8% | -15% | -3%
CCN1CCN(CCCNC(=O)CCCn2nc(C)c3sc4ccccc4c3c2=O)CC1 | -11% | -40 | 0% | -1% | 43% | -15% | 1%
CC(=O)Nc1ccc(N2N=C(C)C(N=Nc3ccccc3)C2=O)cc1 (stereo not given) | -12% | -101* | 4% | -3% | -25% | -9% | 2%
CC(=O)NC(c1ccccc1)c1nc(/C=C/c2ccccc2)cs1 (stereo not given) | . | -7 | -9% | -6% | . | . | .
CC(C)C[C@H]1CNC(=O)C(=O)N1CC1CCN(CCc2ccccc2)CC1 | . | 4 | 1% | 11% | . | . | .
COc1ccccc1N1CCN(CC(=O)c2c(C)n(C)c3ccccc23)CC1 | -10% | 43 | -4% | -13% | 20% | -29% | 1%
